Screening data deposited in PubChem by several laboratories.
CYP2C9 activ: activators of human CYP2C9 | P11712 | recombinant CYP2C9, luciferin-H conversion, luminescence; stronger effect = higher value; factor 1 = untreated enzyme, 0 = blocked | activation factor at 5 µM | 1.4% of 96,000 active | AID 1024;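 active means activation factor of 2 or more for CYP2C9 at a 5 µM dose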;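 further: 0 = sulfaphenazole-blocked wells and 1 = vehicle-only wells; values of inactives mirror those of a sister screen read the other way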
Target sequence (P11712 whole entry, looked up): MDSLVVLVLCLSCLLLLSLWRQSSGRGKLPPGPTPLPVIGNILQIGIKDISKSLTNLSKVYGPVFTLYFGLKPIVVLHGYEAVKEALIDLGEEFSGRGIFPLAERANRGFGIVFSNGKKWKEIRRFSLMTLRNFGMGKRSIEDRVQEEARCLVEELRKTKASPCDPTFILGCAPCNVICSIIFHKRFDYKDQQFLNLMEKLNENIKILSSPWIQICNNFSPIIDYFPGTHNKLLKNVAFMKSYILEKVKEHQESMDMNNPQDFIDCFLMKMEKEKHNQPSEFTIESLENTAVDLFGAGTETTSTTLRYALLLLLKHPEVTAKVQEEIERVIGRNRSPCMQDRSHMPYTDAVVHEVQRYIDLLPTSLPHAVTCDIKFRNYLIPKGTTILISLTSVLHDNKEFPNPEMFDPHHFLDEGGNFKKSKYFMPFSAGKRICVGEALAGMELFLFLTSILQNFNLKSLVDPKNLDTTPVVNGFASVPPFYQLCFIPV
PLK1 inh: blocks human PLK1 kinase activity; recombinant PLK1 kinase, TR-FRET peptide phosphorylation; 0.53% of 97,000 active; inhibition, % at 10 µM; P53350; AID 619;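 active means inhibition of 50% or more in the single-concentration screen; inactive means inhibition below 50%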;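 further: 0% = DMSO max control and 100% = H-89 dihydrochloride min control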
EphB4 ephrin blk: antagonists of human EphB4-ephrin-B2 interaction | EphB4 LBD / TNYL-RAW-Alexa532 peptide, fluorescence polarization | inhibition, % at 7 µM | 0.15% of 97,000 active | AID 720;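 active means inhibition above the screen-wide mean inhibition plus 3 SD, cut at about 15% in these data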;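 further: 0% = DMSO wells and 100% = excess unlabeled TNYL-RAW peptide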
Rev-RRE block: disrupts HIV-1 Rev binding to RRE RNA | inhibition, % at 8 µM | 0.79% of 97,000 active | Rev peptide-RRE RNA binding, FRET | P05866;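 active means inhibition above the screen-wide mean plus 3 SD, cut at about 35% in these data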;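 further: 0% = median DMSO wells and 100% = median Neomycin B control wells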
Target sequence (P05866 whole entry, looked up): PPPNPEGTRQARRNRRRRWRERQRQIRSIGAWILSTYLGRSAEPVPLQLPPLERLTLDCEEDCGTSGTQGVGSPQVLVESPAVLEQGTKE
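assay system = Cy5-tagged RRE RNA duplex with fluorescein-tagged Rev peptide | incubation = 5 + 15 min at 25 °C | also added = labelled Rev peptide | measure = % inhibition of FRET ratio versus controls | benchmarks = DMSO wells as 0% and neomycin B wells as 100% inhibition | measured by = FRET fluorescence readout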
PLK1 PBD inh: Plk1 (human) PBD binding inhibition | inhibition, %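 (tested at about 20 µM)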 | 0.13% of 97,000 active | Plk1 PBD phosphopeptide binding, fluorescence polarization | P53350; in the data active means inhibition above about 34%, passing the limit was not always enough
LYP act: increases human PTPN22 phosphatase activity; Q9Y2R2; recombinant LYP, DiFMUP fluorescence; 0 = plate median, 100 = signal doubled; activation, % at 2 µM; 0.11% of 96,000 active;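 active means activation at 2 µM above a set limit, the mean plus 5 SD, cut at about 37% in these data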
CYP2C9 inhib: blocks human cytochrome P450 2C9; P11712; CYP2C9 Supersomes, luciferin-H conversion, luminescence; inhibition, % at 5 µM; 20% of 96,000 active; AID 777;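 active means blocking of liver enzyme CYP2C9 beyond about 50% at 5 µM, limit read from the data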; further: values of inactives mirror those of a sister screen read the other way
Candida biofilm: kills Candida albicans biofilms; C. albicans biofilm + clotrimazole, Alamar Blue; inhibition, % at 6 µM; 0.14% of 85,000 active; AID 834;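 active means inhibition above 20%; inactive means inhibition below 20%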;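 further: preformed 24 hr biofilms exposed to compound for 48 hr; 0% = biofilm without compound and 100% = blank killed by clotrimazole plus chlorhexidine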
PTPN22 inh 2: LYP (human) phosphatase inhibition; Q9Y2R2; recombinant LYP catalytic domain, DiFMUP fluorescence; inhibition, % at 2 µM; 0.21% of 96,000 active; AID 640;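 active means inhibition at 2 µM at or above a set limit, the screen mean plus 3 SD, cut at about 24% in these data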;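 further: 0% = DMSO with enzyme and 100% = enzyme fully blocked by orthovanadate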
The depositor's hits bear a star; . = not tested or not shown; & = joins results of further samples.

A first look:
1) O=P(c1ccccc1)(c1ccccc1)C1CCCO1 (stereo not drawn)
2) CCOc1ccc(CCNC(=O)C2CCN(S(=O)(=O)CC)CC2)cc1OCC
3) CCC(OC(=O)c1cccs1)C(=O)NCc1ccco1 (stereo not drawn)
4) c1ccc(Nc2ncnc3c2oc2ccccc23)cc1

screen / no. | 1 | 2 | 3 | 4
PLK1 inh | -13.8 | 6.4 | -14.6 | -1.1
PLK1 PBD inh | 18.3 | -17.1 | 16.1 | -14.3
Rev-RRE block | 8.2 | 4.7 | 2.9 | 8.9
CYP2C9 activ | 1.1 | 1 | 0.6 | 1
EphB4 ephrin blk | 0.4 | 3.3 | -4.4 | 5.4
LYP act | -15.4 | -4.6 | -2.3 | 7.2
PTPN22 inh 2 | 15.1 | 3.8 | -1.1 | -7.8
Candida biofilm | -2.1 | 1.9 | 8.6 | -0.2
CYP2C9 inhib | -10.6 | -1.1 | 43.8 | -1.9

Main list, from the start:
1) O=P(c1ccccc1)(c1ccccc1)C1CCCO1 (stereo not drawn)
2) CCOc1ccc(CCNC(=O)C2CCN(S(=O)(=O)CC)CC2)cc1OCC
3) CCC(OC(=O)c1cccs1)C(=O)NCc1ccco1 (stereo not drawn)
4) c1ccc(Nc2ncnc3c2oc2ccccc23)cc1
5) CCOC(=O)c1ccc(Nc2ncnc3c2cnn3C)cc1

screen / no. | 1 | 2 | 3 | 4 | 5
PLK1 inh | -13.8 | 6.4 | -14.6 | -1.1 | -12.5
PLK1 PBD inh | 18.3 | -17.1 | 16.1 | -14.3 | 21.6
Rev-RRE block | 8.2 | 4.7 | 2.9 | 8.9 | 2.8
CYP2C9 activ | 1.1 | 1 | 0.6 | 1 | 0.8
EphB4 ephrin blk | 0.4 | 3.3 | -4.4 | 5.4 | -9.2
LYP act | -15.4 | -4.6 | -2.3 | 7.2 | 3.3
PTPN22 inh 2 | 15.1 | 3.8 | -1.1 | -7.8 | -2.9
Candida biofilm | -2.1 | 1.9 | 8.6 | -0.2 | 5.5
CYP2C9 inhib | -10.6 | -1.1 | 43.8 | -1.9 | 17.5

6) COC(=O)c1c(C)[nH]c(C(=O)CSc2ccc(Cl)cc2)c1C
7) O=C(CSc1nc(-c2ccccc2)cs1)Nc1nccs1
8) O=C(COc1ccccc1)NC1=NCCS1
9) CCOc1cccc(Nc2cc3n(c(=O)n2)CCc2cc(OC)c(OC)cc2-3)c1
10) COCCOC(=O)/C=C1/NC(=O)CS1

screen / no. | 6 | 7 | 8 | 9 | 10
PLK1 inh | 2.7 | 15.2 | -7.7 | -5.5 | -2.5
PLK1 PBD inh | 21.7 | -2.4 | 20.3 | -19.5 | -28.7
Rev-RRE block | 7.8 | 0.9 | 4.4 | 3.7 | 8.2
CYP2C9 activ | 0.3 | 0.7 | 1 | 0.7 | 1.1
EphB4 ephrin blk | -0.8 | -9.0 | 1.9 | -6.3 | -0.1
LYP act | 2.9 | 10.5 | -10.2 | 23.6 | -0.7
PTPN22 inh 2 | -3.3 | -11.3 | 10.0 | -17.8 | 4.4
Candida biofilm | 0.5 | 7.5 | . | . | 5.6
CYP2C9 inhib | 67.9* | 31.2 | 2.9 | 25.3 | -14.9

11) CC(C)CN(C(=O)CSc1nnc2c(Cl)cc(C(F)(F)F)cn12)C1CCS(=O)(=O)C1 (stereo not drawn)
12) Cc1cc(N2CCN(S(=O)(=O)c3ccccc3)CC2)c2ccccc2n1
13) N/C(=N\c1nc(CSc2ccc(Cl)cc2)cc(=O)[nH]1)Nc1cccc2ccccc12
14) CC1(c2cnc(Nc3ccccc3)s2)CCC(=O)O1 (stereo not drawn)
15) CCOc1ccc(Cn2ccnc2CCl)cc1[N+](=O)[O-]

screen / no. | 11 | 12 | 13 | 14 | 15
PLK1 inh | -6.7 | -3.9 | -13.7 | -6.7 | -12.8
PLK1 PBD inh | -1.6 | -13.2 | 0.5 | -18.0 | 11.4
Rev-RRE block | 2.3 | 0.5 | 10.9 | 1.9 | 2.7
CYP2C9 activ | 1.2 | 0.6 | 0.8 | 2.1* | 0.8
EphB4 ephrin blk | -0.7 | 0.2 | 2.7 | 0.6 | -9.1
LYP act | 5.1 | -4.1 | -5.8 | 1.5 | 2.7
PTPN22 inh 2 | -5.1 | 1.3 | 5.4 | -5.9 | 0.6
Candida biofilm | 4.8 | . | . | -1.1 | .
CYP2C9 inhib | -16.7 | 44.3 | 24.7 | -105.1 | 15.6

16) Cc1nn(Cc2ccc(C(=O)Nc3ccc(Br)c4cccnc34)o2)c(C)c1Br
17) Cn1nc(C(F)(F)F)c(/C=N/OC(=O)c2ccccc2)c1Sc1ccc(Cl)cc1
18) COc1ccccc1N(CCC#N)C(=O)CSc1ccc2c(c1)OCCO2
19) CCOC(=O)CSc1n[nH]c(NC(=O)c2ccc(F)cc2)n1
20) N=C1SCC(=O)N1c1nc(-c2ccccc2)cs1

screen / no. | 16 | 17 | 18 | 19 | 20
PLK1 inh | -14.6 | -14.5 | -16.7 | -7.6 | -8.4
PLK1 PBD inh | 17.6 | 5.3 | 8.4 | -14.5 | 21.2
Rev-RRE block | 7.2 | 15.3 | 2.1 | 2.0 | 8.2
CYP2C9 activ | . | 0.1 | 0.8 | 0.8 | 1
EphB4 ephrin blk | 0.8 | 0.5 | -5.4 | 0.7 | -0.3
LYP act | -13.1 | 5.0 | -4.6 | -1.6 | 2.0
PTPN22 inh 2 | 12.7 | -7.7 | 5.1 | 5.5 | 0.6
Candida biofilm | . | 8.1 | 10.9 | . | .
CYP2C9 inhib | . | 89.0* | 17.0 | 21.1 | -3.0

21) CCOC(=O)c1ccc(OCc2nc(-c3cccs3)no2)cc1
22) O=C(O)CC(NS(=O)(=O)c1cccc2nsnc12)c1ccc(F)cc1 (stereo not drawn)
23) Cc1ccc(C(C)C)c(OCCCN2C(=O)NC(C)(C)C2=O)c1
24) Cc1c(C(=O)O)oc2c1C(O)CC(C)(C)C2 (stereo not drawn)
25) Cc1ccc(C2=NC(C)(C)NC2=O)cc1
26) O=C(COc1ccccc1)Nc1ccc(OC(F)(F)C(F)F)c(NC(=O)COc2ccccc2)c1
27) Cc1ccc(CNC(=O)C2CNc3cc(C)ccc3O2)cc1 (stereo not drawn)
28) O=C(c1ccc(Br)o1)N1CCN=C1SCc1cccc(F)c1

screen / no. | 21 | 22 | 23 | 24 | 25 | 26 | 27 | 28
PLK1 inh | -12.6 | -3.0 | -1.5 | -12.9&-2.2 | -3.5 | -5.3 | 4.4 | -17.0
PLK1 PBD inh | -20.6 | -5.3 | 15.3 | -1.6&22.8 | 4.0 | 28.0 | 18.6 | -24.3
Rev-RRE block | 12.2 | 10.6 | -3.7 | 9.6&2.4 | 8.4 | 4.4 | -2.5 | 0.5
CYP2C9 activ | 0.3 | 1 | 0.5 | 0.8 | 1 | 0.5 | 0.8 | 0.4
EphB4 ephrin blk | 1.3 | 6.2 | -2.4 | 4.5&-1.0 | 5.2 | -1.4 | -10.9 | -8.6
LYP act | -10.8 | 1.0 | 2.0 | -4.2&0.6 | 6.3 | -8.5 | 8.3 | 6.3
PTPN22 inh 2 | 12.0 | -1.6 | -2.4 | 8.3&-0.7 | -6.9 | 6.2 | -11.0 | -9.8
Candida biofilm | -1.5 | 3.4 | 3.4 | 6.5 | 0.3 | . | 3.0 | 2.8
CYP2C9 inhib | 67.3* | -2.6 | 54.1* | 18.0 | 3.0 | 53.8* | 17.8 | 59.2*
